# Screening results from PubChem.
# HP1b binding inh = HP1-beta chromodomain-methylated histone interaction inhibition. AlphaScreen HP1-beta / biotin-H3K9me3 peptide binding. Potency, µM (doses to about 114 µM), for the others: top-dose activity change, negative = inhibition, usual class: inhibitors. 390,000 compounds, 0.56% hits. AID 540317; further: potency means the concentration at half of the fitted maximal effect; nearly all actives have a fitted effect of over 70% in size; inactives centre near 23
#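 AlphaScreen: HP1-beta (50 nM) preformed 30 min with biotin-H3(1-18)K9me3 peptide (50 nM) in PBS pH 7.4, 0.01% Tween-20. Compound added for 30 min at RT, then streptavidin donor/nickel chelate acceptor beads (10 ug/mL) for 30 min.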
# PGK inhibitor = blocks T. brucei phosphoglycerate kinase; P07378; PGK/GAPDH coupled, Kinase-Glo luminescence, 60 min; Potency, µM (series often up to 57.5 µM), for inactives: top-dose activity change, negative = inhibition, actives largely listed as inhibitors; 380,000 compounds, 0.043% hits; AID 602233; further: potency means the concentration at half of the fitted maximal effect; on the % scale 0 is the no-effect control and ±100 the full control effect; nearly all actives have a fitted effect of over 60% in size
#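 Luminescent ATP detection (Kinase-Glo Plus) follows a 60-minute room-temperature incubation, with wells lacking PGK as controls. Buffer: 100 mM TEA (pH 7.6), 5 mM MgCl2, 0.01% Tween-20. Coupling enzyme GAPDH (100 nM final) supplies unstable 1,3-BPG in-well.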
# JMJD2A Tudor inh = JMJD2A Tudor domain (human) inhibition | O75164 | Potency, µM (top dose mostly 114 µM), for inactives: top-dose activity change, negative = inhibition, hits mostly inhibitors | AlphaScreen JMJD2A-Tudor / H3K4me3 peptide binding | 390,000 compounds, 4.4% hits; further: potency means the concentration at half of the fitted maximal effect; on the % scale 0 is the no-effect control and ±100 the full control effect; nearly all actives have a fitted effect of over 50% in size
# BAZ2B block = BAZ2B (human) inhibition. 360,000 compounds, 4.4% hits. AlphaScreen BAZ2B-H3K14Ac peptide displacement. Q9UIF8. Potency, µM (doses to about 114 µM), without a hit: at the top dose activity change, negative = inhibition, usual class: inhibitors. AID 504333; further: potency means the concentration at half of the fitted maximal effect; on the % scale 0 is the no-effect control and ±100 the full control effect; nearly all actives have a fitted effect of over 60% in size
#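 Inhibition is scored as reduced AlphaScreen emission. The BAZ2B/b-H3(5-23)K14Ac complex (50 nM each) in PBS pH 7.4, 0.01% Tween-20 meets compound (up to 110 uM) for 30 min at RT before bead addition.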
# PI4K2A block = inhibitors of human PI4K2A; purified PI4K2A, ADP-Glo luminescence, 1 h; hits give low values; activity change, negative = inhibition, % at 76.9 µM; 420,000 compounds, 0.13% hits; AID 1346378; in the data active means activity change below about -50%; inconclusive means mostly about -30% to -49%;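 further: -100% = wells without enzyme as full effect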
# Target sequence (Q9BTU6 whole entry, looked up): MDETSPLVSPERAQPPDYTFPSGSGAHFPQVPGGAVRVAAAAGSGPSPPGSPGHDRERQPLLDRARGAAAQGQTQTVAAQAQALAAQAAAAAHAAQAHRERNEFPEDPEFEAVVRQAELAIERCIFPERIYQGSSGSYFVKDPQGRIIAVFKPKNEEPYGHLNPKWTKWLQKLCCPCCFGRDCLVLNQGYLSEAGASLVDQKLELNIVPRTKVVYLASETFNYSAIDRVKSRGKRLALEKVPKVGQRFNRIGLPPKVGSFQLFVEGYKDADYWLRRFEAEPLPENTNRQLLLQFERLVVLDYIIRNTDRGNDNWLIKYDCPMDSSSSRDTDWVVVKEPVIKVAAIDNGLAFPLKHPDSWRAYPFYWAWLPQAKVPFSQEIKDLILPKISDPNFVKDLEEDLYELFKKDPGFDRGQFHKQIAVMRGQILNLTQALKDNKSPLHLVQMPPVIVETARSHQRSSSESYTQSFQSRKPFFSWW
#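 PI4K2A activity was measured by ADP-Glo luminescence: enzyme (4 ug/mL stock) and phosphatidylinositol (1.2 mM stock) in Tris pH 7.5/MgCl2/EGTA/Triton X-100 buffer were reacted with ATP (300 microM stock) for one hour at ambient temperature.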
# G9a inh = inhibitors of human histone lysine methyltransferase G9a | 350,000 compounds, 8.8% hits | G9a H3K9 monomethylation, AlphaScreen, 2 h | Potency, µM (doses to about 102 µM), inactives show top-dose activity, negative = inhibition, actives largely listed as inhibitors | AID 504332 | Q96KQ7; further: potency means the concentration at half of the fitted maximal effect; on the % scale 0 is the no-effect control and ±100 the full control effect; nearly all actives have a fitted effect of over 75% in size
# Target sequence (Q96KQ7 913-1193 limits assumed): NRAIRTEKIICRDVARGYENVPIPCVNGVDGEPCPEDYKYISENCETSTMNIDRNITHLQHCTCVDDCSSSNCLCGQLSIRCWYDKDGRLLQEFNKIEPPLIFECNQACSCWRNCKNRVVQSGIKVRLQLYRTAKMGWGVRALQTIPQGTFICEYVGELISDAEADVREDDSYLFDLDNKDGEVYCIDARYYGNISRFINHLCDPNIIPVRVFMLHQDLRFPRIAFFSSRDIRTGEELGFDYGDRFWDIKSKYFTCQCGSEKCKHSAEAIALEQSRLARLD
#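 Methyltransferase reactions run at room temperature for 2 h (20 nM enzyme, 500 nM biotin-H3K9 peptide, 20 uM SAM) after a 15 min compound preincubation; product detected by AlphaScreen beads and anti-H3K9me1 antibody.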
# ERG Ets-DNA blk = blocks human ERG Ets domain binding to DNA; P11308; fluorescence polarization, His-ERG Ets domain / labelled DNA; Potency, µM (series often up to 76.9 µM), for inactives: at the highest dose FP activity, negative = inhibition, hits mostly inhibitors; 370,000 compounds, 0.028% hits; AID 624246; active means well fitted inhibition curve with a large enough effect in the polarisation, with a control signal flat; inconclusive means small, poorly fitted or top-dose-only effect, or effect the other way, or a change in a side signal; inactive means no such curve, though single readings can be large or run the other way; the % refers to the polarisation;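 further: polarization taken with two DNA probes labelled with fluorescein and Texas red; potency means the concentration at half of the fitted maximal effect; % of control where 0% means no effect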
#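 His-tagged ERG Ets domain (1 uM in the protein solution; 300mM KCl, 50mM Tris-HCl, 1mM EDTA, 1mM DTT, pH 7.5) received compound, then a probe mix of 5 nM fluorescein-DNA and 100nM Texas-615-DNA. Fluorescence polarization was read for both dyes.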
# Pin1 inhibitor = inhibitors of human Pin1. Pin1 FP peptide displacement, HiFluor488, 10 min. Q13526. Potency, µM (doses to about 115 µM), without a hit: at the top dose activity, negative = inhibition, usual class: inhibitors. 390,000 compounds, 0.009% hits. AID 504891; active means well fitted inhibition curve with a large enough effect in the polarisation, with a control signal flat, not every such curve was filed as active; inconclusive means small, poorly fitted or top-dose-only effect, or effect the other way, or a change in a side signal; inactive means no such curve, though single readings can be large or run the other way; the % refers to the polarisation; further: potency means the concentration at half of the fitted maximal effect; on the % scale 0 is the no-effect control and ±100 the full control effect
# Target sequence (Q13526 whole entry, looked up): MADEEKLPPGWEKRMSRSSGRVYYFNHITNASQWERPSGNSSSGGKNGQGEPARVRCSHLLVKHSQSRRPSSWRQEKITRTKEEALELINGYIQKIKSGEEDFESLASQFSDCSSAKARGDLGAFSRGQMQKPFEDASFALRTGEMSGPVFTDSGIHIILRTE
# GLS inh = inhibitors of human glutaminase (GLS). GLS enzymatic activity, qHTS titration. 410,000 compounds, 0.21% hits. Potency, µM (top dose mostly 45.5 µM), for the others: at the highest dose activity change, negative = inhibition, hits mostly inhibitors; further: potency means the concentration at half of the fitted maximal effect; on the % scale 0 is the no-effect control and ±100 the full control effect
#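 hKGA; 45 mM KH2PO4 pH 8.2 + 0.02% Tween-20; cpd via pin tool; 1 mM Gln soln; GluOx/HRP/Amplex Red; RT 30 min; fluor. t0 & final.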
# * marks the source's active call; other numbers are inactive results; i = inactive; ? = inconclusive; . = not tested or not shown; & = joins results of further samples; [ ] = dose if it differs, or a comment. Unless noted, the call rests on the fitted dose curve; in most records, active means well fitted curve in the direction sought with a large enough effect; inconclusive means small, poorly fitted or top-dose-only effect, or another doubt; inactive means no such curve, though single readings can be large; an effect the other way counts as inactive or inconclusive. Random draw from the library (roughly 11% active in at least one column).
BAZ2B block	PGK inhibitor	ERG Ets-DNA blk	G9a inh	Pin1 inhibitor	JMJD2A Tudor inh	HP1b binding inh	PI4K2A block	GLS inh	structure
-3.4%	-7.6%	-7.0%	11.0%	-5.5%	-7.6%	30.1%	3.4	-12.9%	Cc1c(C)c(C)c(S(=O)(=O)NCCc2ccccn2)c(C)c1C
12.2%	-4.1%	-2.9%	-3.4%[59 µM]	-0.4%	-2.4%[57.1 µM]	16.4%	0.5	-0.2%	O=C(NC(Nc1cc(C(F)(F)F)ccc1Cl)C(=O)c1ccccc1)c1ccccc1 (stereo not drawn)
-29.0%	2.4%	1.9%	-25.3%[59 µM]	-2.5%	-22.4%	14.9%	-4.9	-3.7%	Cc1nc2ccccc2c2c1C(=O)N(Cc1cccnc1)C2=O
-1.7%	i	5.1%	-7.1%[59 µM]	-1.6%	-22.2%	6.8%	1.7	-14.2%	Cc1ccc(-c2cc(NC(=O)COc3ccc(Cl)cc3C)on2)cc1
4.7%	i	18.0%	0.3%	-2.4%	-19.9%	3.8%	3.4	12.8%	Cc1ccc(NS(=O)(=O)c2ccc(C(=O)NCCCN3CCCC3=O)cc2)cc1C
17.9%	-1.5%	11.2%	35.9%[59 µM]	-2.6%	-33.0%	87.1%[activator]	-5.1	4.5%	Cc1ccc2oc(=O)n(CCNC(=O)Nc3ccccc3C)c2c1
-0.2%&-4.0%	5.7%&-6.1%	-3.3%&-1.1%	2.9%&8.1%[59 µM]	-1.1%&-0.4%	-3.6%&-22.3%	10.1%&27.1%	-2.3&2.1	4.3%&3.4%	COCCNC(=O)CSc1nc2cc3c(cc2c(=O)n1CCCC(=O)NCc1ccc(OC)cc1)OCO3
.	1.1%	13.4%	.	5.6%	-20.1%	21.8%	-5.8	9.4%	O=C(Cn1cnc2c(NCc3ccccc3)ncnc21)NCCc1cc2ccccc2[nH]1
14.3%	.	-16.9%	192.1%[activator][59 µM]	5.4%	?	7.8%	-1.3	15.7%	Cc1ccccc1NCC(=O)N/N=C\c1ccc([N+](=O)[O-])s1
-3.3%	0.4%	6.0%	44.4%[59 µM]	13.9%	-5.5%	35.2%	8.1	0.6%	Cc1ncn2cc(-c3ccc(Cl)cc3Cl)[nH]c(=O)c12
?	-6.6%	-8.4%	5.0%	0.9%	-9.9%	24.7%	-1.6	-0.9%	Cc1nc(Nc2cccc(C(C)O)c2)c2nnn(Cc3ccc(F)cc3)c2n1 (stereo not drawn)
?	i	-3.5%	?	-2.0%	-36.0%	?	-10.6	2.2%	CC1(C)Cc2ccccc2C(N/N=C/c2ccc([N+](=O)[O-])cc2)=N1
.	4.7%	-7.4%	-5.5%	-16.1%	-9.0%	33.4%	4.0	8.8%	C=CCn1c(SCC(=O)c2c(N)n(CCC)c(=O)n(C)c2=O)nnc1-c1ccncc1
-12.1%&-9.1%&-4.3%	-1.8%&-6.6%	6.0%&14.2%	3.0%[12.7 µM]	-6.1%&0.5%	-6.2%&-10.1%	61.1%&34.6%[activator]	-1.8&1.4&3.1	-2.4%&-2.0%&-5.8%	CC(=O)Nc1c(I)c(NC(C)=O)c(I)c(C(=O)O)c1I
-18.4%	i	8.0%	-8.0%	-2.5%	-17.1%	35.0%	7.3	1.3%	CC(=O)Nc1ccc(NC(=O)COC(=O)CCc2nc3ccccc3s2)cc1
5.9%[57.1 µM]	8.9%	2.6%	.	-2.3%	-23.1%	6.8%	0.0	6.6%	Cc1c(CC(=O)N2C[C@H]3C[C@@H](C2)c2cccc(=O)n2C3)c(=O)oc2cc3occ(C(C)(C)C)c3cc12
.	-9.7%	-12.0%	.	0.7%	-10.3%	33.6%	-2.1	-6.4%	CC(=O)Nc1ccc(NC(=O)CS(=O)(=O)c2cn(CC(=O)N3CCC(C)CC3)c3ccccc23)cc1
8.1%	-3.4%	9.3%	2.4%[59 µM]	-2.8%	-14.4%	6.1%	-0.3	6.1%	COCCn1c(=NC(C)=O)sc2cc([N+](=O)[O-])ccc21
35.5µM*	-5.9%	-5.0%	17.8µM*	5.0%	?	?	2.6	-17.6%	C/C(=N\Nc1nc(C)c(C)s1)c1ccc([N+](=O)[O-])cc1
-5.0%	1.1%	-2.4%	.	-1.9%	-1.5%	38.5%	-4.5	-0.7%	Cc1cc(C)c(NC(=O)C2CC(=O)N(C(C)C)C2)c(C)c1 (stereo not drawn)
-5.6%	24.7%	3.7%	2.4%[59 µM]	3.0%	-8.5%[57.1 µM]	?	-1.8	6.8%	CCC(=O)N1CCN(CCN=CC2=C(O)CC(c3ccc(OC)cc3)CC2=O)CC1 (stereo not drawn)
1.0%	-10.2%	11.3%	-9.1%	-0.7%	-16.2%	-0.4%	-13.2	4.5%	O=c1/c(=C\c2ccc3c(c2)OCO3)sc2n1CCCN=2
11.3%	i	13.3%	?	-0.5%	-0.7%	46.7%[activator]	-3.6	-3.8%	COc1cccc(-n2c(SCC(N)=O)nnc2-c2c[nH]c3ccccc23)c1
4.6%	i	-7.2%	7.7%[59 µM]	-16.6%	-2.9%	41.7%[activator]	-3.9	7.4%	O=S(=O)(NCCc1csc2nc(-c3ccccc3)nn12)c1cccs1
5.6%	-3.9%	-14.3%	25.3%[59 µM]	?	30.5%	47.2%[activator]	2.8	59.6%[activator]	CCN(CC)c1ccc2cc(C=O)c(=O)oc2c1
3.5%	1.4%	-2.7%	-9.9%[59 µM]	-9.9%	-10.3%	27.2%	0.6	6.9%	CC(C)CNC(=O)c1ccccc1NC(=O)c1ccccc1N(C)S(=O)(=O)c1ccccc1
-1.8%	-0.8%	7.5%	.	1.0%	-0.3%	69.9%[activator]	-15.6	-3.8%	COc1cccc(NC(=O)c2ccc3nc(C)sc3c2)c1
11.0%	-5.6%	-8.6%	?	0.0%	-12.9%	28.9%	-10.0	18.0%	COc1ccc(-n2nnnc2SCC(=O)NNC(=O)c2ccc([N+](=O)[O-])cc2)cc1
39.8µM*	-0.6%	-2.6%	-1.5%	3.6%	-0.4%	38.1%	-5.3	5.4%	Cc1cc(NC(=O)CSc2nnc(-c3ccc(Cl)s3)o2)no1
-18.3%	6.9%	1.4%	9.8%	-1.2%	-12.5%	0.4%	-18.1	14.1%	O=C(NNC1=NCCCCC1)c1cccc([N+](=O)[O-])c1

# Continuation.
BAZ2B block	PGK inhibitor	ERG Ets-DNA blk	G9a inh	Pin1 inhibitor	JMJD2A Tudor inh	HP1b binding inh	PI4K2A block	GLS inh	structure
25.1µM*	i	5.7%	56.2µM*	-0.8%	16.3%	44.1%[activator]	-1.0	-2.5%	COc1ccc(/C=C2\SC(=S)N(CCC(=O)NCCCn3ccnc3)C2=O)cc1
-34.8%	-2.5%	-12.5%	-29.7%	0.0%	-3.3%	22.7%	0.4	-7.6%	COc1ccc(CC(=O)NC(c2ccccc2)c2ccc(C)cc2)c(OC)c1 (stereo not drawn)
14.8%	8.3%	-3.7%	.	?	-19.7%	33.8%	-4.0	-3.5%	CNC(=S)N(Cc1ccc(OC)cc1)C1CC(=O)N(c2ccc(Cl)cc2)C1=O (stereo not drawn)
10.1%	i	0.4%	-8.3%[59 µM]	0.8%	-2.7%	34.4%	2.7	1.2%	Cn1c(CCNC(=O)c2ccco2)nc2cc(NC(=O)c3ccccc3Cl)ccc21
-9.4%	-8.6%	3.4%	-4.2%[59 µM]	7.6%	-17.8%	19.8%	-2.4	-6.1%	Cc1ccc(Cn2cnc3c(oc4ccccc43)c2=O)cc1
7.8%	-5.6%	2.8%	9.1%[59 µM]	-0.3%	-15.7%	13.9%	2.7	-0.8%	CCOCCCNC(=O)C(c1ccc(OC)cc1)N(Cc1cccs1)C(=O)c1ccc(NC(C)=O)cc1 (stereo not drawn)
-4.4%	-1.0%	3.1%	-20.9%	-4.0%	-12.0%	23.4%	2.1	1.0%	CCOC(=O)N1CCC(NC(=O)CSCc2nc(-c3sccc3C)oc2C)CC1
28.2µM*	-10.0%	3.4%	?	38.6%[activator]	35.5µM*	?	-12.4	32.1%	Cc1ccc(Cl)cc1-c1ccc(C=Nc2ccc(N3CCOCC3)cc2)o1
8.7%	0.9%	7.4%	-3.2%	-14.7%	-21.2%	16.4%	-2.9	0.7%	C#CC(C)(CC)NC(=O)c1cc2nc(C3CC3)cc(C(F)(F)F)n2n1 (stereo not drawn)
8.3%	i	1.5%	13.9%	-2.4%	-14.1%	-15.8%	4.4	15.8%	N=C1SCC(=O)N1c1ncc(Cc2cccc(Cl)c2)s1
-11.1%	i	4.1%	-0.2%[12.7 µM]	0.7%	-2.6%	26.5%	2.2	3.7%	Cc1cn2c(=O)cc(COC(=O)c3ccc(NC(=O)COc4ccccc4C)cc3)nc2s1
0.8%	-8.9%	-0.1%	-1.3%[12.7 µM]	1.5%	7.1%	34.6%[activator]	0.4	-1.4%	COc1ccc(Cl)cc1NC(=O)CN(C)C(=O)CCc1nc2ccccc2c(=O)[nH]1
0.2%	-5.7%	-3.5%	.	10.8%	-6.8%	40.6%[activator]	-5.5	4.0%	COc1cc(Cl)c(S(=O)(=O)N2CCCC2)cc1Cl
4.0%	i	7.7%	-2.7%[59 µM]	55.0%[activator]	-19.4%	35.5%	-0.5	0.2%	CC(C)(C)c1nnc2sc(SCC(=O)c3ccccc3)nn2c1=O
